# PHOSPHO1 inh – blocks human PHOSPHO1 phosphatase activity; Q8TCT1; recombinant PHOSPHO1, absorbance phosphatase assay; inhibition, % at 13.3 µM; actives 1.1% (n = 290,000); AID 1565; in the data active means inhibition above about 60%
# Target sequence (Q8TCT1 whole entry, looked up): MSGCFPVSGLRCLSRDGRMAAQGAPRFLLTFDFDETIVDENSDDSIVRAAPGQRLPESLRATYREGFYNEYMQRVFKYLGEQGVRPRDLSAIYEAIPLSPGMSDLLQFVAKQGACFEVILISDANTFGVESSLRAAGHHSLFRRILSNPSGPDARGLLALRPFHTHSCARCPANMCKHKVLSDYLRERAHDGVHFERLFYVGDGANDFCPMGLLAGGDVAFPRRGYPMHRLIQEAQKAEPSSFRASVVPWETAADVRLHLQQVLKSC
# VIM-2 inh – blocks Pseudomonas aeruginosa VIM-2 metallo-beta-lactamase | purified VIM-2, nitrocefin hydrolysis, epi-absorbance fluorescence | inhibition, % at 5.6 µM | actives 0.89% (n = 290,000) | AID 1527;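 active means inhibition above the mean of all tested compounds plus 3 SD, cutoff set per screening run, cut at about 7.5% in these data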;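 further: red hydrolysis product quenches plate fluorescence so inhibitors raise well fluorescence; 0% = enzyme with DMSO and 100% = DMSO without enzyme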
# GPR7 antag – antagonists of human GPR7 (neuropeptides B/W receptor 1); GPR7-expressing cells, fluorescence antagonist assay; actives 1.1% (n = 290,000); inhibition, % at 4.4 µM; AID 1861; in the data active means inhibition above about 16%, passing the limit was not always enough;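 further: cells stimulated with the agonist NPW; 0% = agonist with vehicle and 100% = vehicle without agonist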
# Target sequence (P48145 whole entry, looked up): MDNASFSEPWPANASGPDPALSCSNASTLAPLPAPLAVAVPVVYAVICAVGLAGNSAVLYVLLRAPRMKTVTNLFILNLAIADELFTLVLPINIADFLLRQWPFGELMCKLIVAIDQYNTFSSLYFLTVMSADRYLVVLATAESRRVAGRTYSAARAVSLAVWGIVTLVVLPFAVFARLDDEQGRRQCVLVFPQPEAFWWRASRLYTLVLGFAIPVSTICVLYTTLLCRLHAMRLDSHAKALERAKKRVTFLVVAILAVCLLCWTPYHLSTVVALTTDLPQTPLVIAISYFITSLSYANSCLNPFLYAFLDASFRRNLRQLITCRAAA
# NS3 helicase inh – inhibitors of Hepatitis C virus NS3 helicase | NS3 helicase DNA unwinding, Cy5 molecular beacon fluorescence | inhibition, % at 10.9 µM | actives 0.56% (n = 290,000) | AID 1800;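 active means inhibition above the mean of all tested compounds plus 3 SD, set per campaign, cut at about 35% in these data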;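 further: 0% = DMSO wells and 100% = thioflavine S control wells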
#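 System: HCV NS3 helicase fragment; control set: DMSO and thioflavine S; technique: Cy5 fluorescence at 0 and 60 min, beacon hairpin quenching; reagent: beacon DNA duplex substrate plus ATP; replicates: singlicate; schedule: 1 h reaction at 25 °C, ATP-initiated; medium: MOPS buffer pH 6.5 with MgCl2, DTT, Tween20, BSA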
# V1R ag counter – V1a receptor agonism, counter-screen for OXTR agonists. activation, % at 3 µM. CHO-V1R cells, Fluo-8 calcium fluorescence, agonist mode; 0% DMSO, 100% 3 nM vasopressin. AID 2797. actives 0.25% (n = 320,000);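 active means activation above the mean activation of all tested compounds plus 3 SD, per screening run, cut at about 20% in these data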;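 further: signal is peak over basal fluorescence ratio across a 100 second FLIPR read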
# IMP-1 inhibitor – inhibitors of Pseudomonas aeruginosa IMP-1 metallo-beta-lactamase. purified IMP-1, nitrocefin hydrolysis, epi-absorbance fluorescence. inhibition, % at 5.6 µM. actives 0.45% (n = 290,000);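 active means inhibition above the mean plus 3 SD of all compounds in the same screening run, cut at about 4.5% in these data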;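 further: 0% = IMP-1 with DMSO and 100% = DMSO wells lacking enzyme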
#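 System: purified IMP-1; amount: IMP-1 0.2 nM before substrate addition; compound: single dose, 5.6 µM; times: 25 °C, 15 min preincubation, 25 min reaction; signal: Epi-absorbance via hydrolysed-nitrocefin quenching of white-plate fluorescence, 480/530 nm, EDTA stop; benchmarks: DMSO with and without IMP-1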
# FID counter – fluorescent intercalator displacement, NS3 helicase counter-screen; AID 1845; inhibition, % at 7.9 µM; actives 0.17% (n = 290,000); DNA fluorescent intercalator displacement, fluorescence; in the data active means inhibition above about 37%;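 further: 0% = vehicle and 100% = reference compound; higher means more ethidium bromide displaced from hairpin DNA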
# OXTR agonist – human OXTR agonism; actives 0.32% (n = 320,000); P30559; AID 2435; CHO-OTR cells, Fluo-8 calcium fluorescence; normalized: DMSO 0%, oxytocin 100%; activation, % at 3 µM;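 active means activation above the mean of all tested compounds plus 3 SD, cutoff set per screening run, cut at about 20% in these data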;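 further: peak over basal fluorescence ratio from a 100 s FLIPR kinetic read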
# Target sequence (P30559 whole entry, looked up): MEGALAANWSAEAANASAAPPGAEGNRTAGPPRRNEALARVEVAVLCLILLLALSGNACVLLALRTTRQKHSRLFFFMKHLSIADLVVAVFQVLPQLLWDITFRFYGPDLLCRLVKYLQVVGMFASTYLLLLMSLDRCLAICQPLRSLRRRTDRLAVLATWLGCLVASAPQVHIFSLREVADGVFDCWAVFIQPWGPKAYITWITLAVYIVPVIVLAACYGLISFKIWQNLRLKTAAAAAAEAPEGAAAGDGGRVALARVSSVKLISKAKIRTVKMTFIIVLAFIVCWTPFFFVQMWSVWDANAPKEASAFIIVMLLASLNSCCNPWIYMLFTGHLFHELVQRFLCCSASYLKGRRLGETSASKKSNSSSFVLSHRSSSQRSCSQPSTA
# GalR3 antagonist – blocks the human galanin receptor 3 | actives 0.44% (n = 360,000) | HEK293 GalR3-CNG cAMP membrane potential fluorescence; galR3 body fused to GalR1 C-terminus | O60755 | inhibition, % at 3 µM;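 active means inhibition above the screen-wide average plus 3 SD, cut at about 13% in these data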;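 further: forskolin and galanin both at EC90 stimulate the cells; cAMP rise reported by CNG channel membrane potential dye signal; 0% = forskolin plus galanin with DMSO and 100% = forskolin alone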
# An asterisk follows results filed as active; / = not tested or not shown.
# Sample of the layout (6 entries):
(1) O=S(=O)(c1ccc(Cl)cc1)c1cc(O)ccc1O
(2) CC1=CC2=NC(=O)CC(C)(C(=O)N(CC(=O)NC(C)C)C3CCCC3)N2C=C1 (stereo unspecified)
(3) CS(=O)(=O)c1nc(S(=O)(=O)c2ccc(Cl)cc2)c(N2CCN(CCO)CC2)s1
(4) COc1ccc(-c2nc(C#N)c(NCc3ccco3)o2)cc1
(5) O=C1c2ccccc2S(=O)(=O)c2cc(C(=O)N(c3ccccn3)c3ccccn3)ccc21
(6) O=C(NCc1ccc(F)cc1)C1CC(=O)N(CCc2ccccc2)C1 (stereo unspecified)
Compound	1	2	3	4	5	6
NS3 helicase inh	17	11	1	0	1	2
V1R ag counter	1.4	-0.8	-0.1	0.0	89*	0.3
VIM-2 inh	1.9	-2.1	-2.3	-1.8	-3.2	-1.7
GPR7 antag	-7	-1	-3	0	-19	-13
GalR3 antagonist	-7	/	-9	-5	-8	-3
IMP-1 inhibitor	-5.8	-3.2	-2.1	-1.2	-2.9	1.3
PHOSPHO1 inh	9	6	-38	30	-23	23
FID counter	-1	2	-6	-5	2	-5
OXTR agonist	1.7	-0.1	0.6	-1.9	88*	-0.4

# The list itself, from the start:
(1) O=S(=O)(c1ccc(Cl)cc1)c1cc(O)ccc1O
(2) CC1=CC2=NC(=O)CC(C)(C(=O)N(CC(=O)NC(C)C)C3CCCC3)N2C=C1 (stereo unspecified)
(3) CS(=O)(=O)c1nc(S(=O)(=O)c2ccc(Cl)cc2)c(N2CCN(CCO)CC2)s1
(4) COc1ccc(-c2nc(C#N)c(NCc3ccco3)o2)cc1
(5) O=C1c2ccccc2S(=O)(=O)c2cc(C(=O)N(c3ccccn3)c3ccccn3)ccc21
(6) O=C(NCc1ccc(F)cc1)C1CC(=O)N(CCc2ccccc2)C1 (stereo unspecified)
Compound	1	2	3	4	5	6
NS3 helicase inh	17	11	1	0	1	2
V1R ag counter	1.4	-0.8	-0.1	0.0	89*	0.3
VIM-2 inh	1.9	-2.1	-2.3	-1.8	-3.2	-1.7
GPR7 antag	-7	-1	-3	0	-19	-13
GalR3 antagonist	-7	/	-9	-5	-8	-3
IMP-1 inhibitor	-5.8	-3.2	-2.1	-1.2	-2.9	1.3
PHOSPHO1 inh	9	6	-38	30	-23	23
FID counter	-1	2	-6	-5	2	-5
OXTR agonist	1.7	-0.1	0.6	-1.9	88*	-0.4

(7) CCOC(=O)NC(Nc1sc2c(c1C(N)=O)CCCC2)(C(=O)OCC)C(F)(F)F (stereo unspecified)
(8) O=C(/C=C\c1ccc2c(c1)OCO2)CC1(O)C(=O)Nc2ccccc21 (stereo unspecified)
(9) Cc1cc(-c2n[nH]c(=S)n2Cc2ccccc2)cs1
(10) CCCCOC(=O)CSc1nnc(-c2ccc(Cl)cc2Cl)o1
(11) Cc1ccc(OCc2nc(C#N)c(N3CCCCC3)o2)cc1
(12) COc1ccc(-c2csc(NC(=O)Cc3cc(OC)c(OC)c(OC)c3)n2)cc1OC
Compound	7	8	9	10	11	12
NS3 helicase inh	-1	-10	-1	5	9	-14
V1R ag counter	-0.7	0.7	-1.5	0.4	-0.2	8.5
VIM-2 inh	1.9	-1.7	7.9*	-1.4	-3.2	-1.6
GPR7 antag	-8	-5	22*	5	-2	-16
GalR3 antagonist	-4	-5	-2	2	-4	-10
IMP-1 inhibitor	0.8	-0.7	-0.2	-4.1	-1.6	-0.2
PHOSPHO1 inh	73*	19	-5	14	42	27
FID counter	-1	-5	-12	-14	-24	-38
OXTR agonist	-1.0	-0.1	-2.6	-2.1	-1.2	8.1

(13) CCOC(=O)Cn1c(=O)cc(C)c2ccccc21
(14) Cc1cc(C)c(S(=O)(=O)N2CCOCC2)c(C)c1N(C)S(=O)(=O)c1ccccc1
(15) COc1ccccc1OC(C)C(=O)N1CC(=O)Nc2ccccc21 (stereo unspecified)
(16) C=CCNC(=O)/C(C#N)=C/c1ccc2c(c1)OCCO2
(17) COc1ccc(CCNCCN2CCOCC2)cc1
(18) O=C(C1CC(=O)N(c2ccccc2)C1)N1CCN(c2ccccc2)CC1 (stereo unspecified)
Compound	13	14	15	16	17	18
NS3 helicase inh	2	-15	-8	-1	14	0
V1R ag counter	-0.3	1.1	0.7	1.8	0.7	0.3
VIM-2 inh	-0.9	-0.8	0.3	-2.6	-3.6	-1.9
GPR7 antag	-3	-7	-10	-15	-1	-20
GalR3 antagonist	-4	0	-9	-2	-12	6
IMP-1 inhibitor	-1.1	-1.9	-1.9	-4.3	-1.6	-2.1
PHOSPHO1 inh	37	12	27	26	13	37
FID counter	-3	-36	-9	1	6	-28
OXTR agonist	7.8	-0.1	0.7	1.1	1.3	-0.5

(19) CC1SC(C)C(=O)N(CC(=O)NC2CCCCC2)C1=O (stereo unspecified)
(20) CCc1sc(C(=O)NCc2cc(C)n(C)n2)cc1Br
(21) CN(C(=O)CN1C(=O)/C(=C/c2ccccc2Cl)SC1=S)C1CCS(=O)(=O)C1 (stereo unspecified)
(22) CC(C)(C)NNC(=S)Nc1cccc(C(F)(F)F)c1
(23) COC(=O)[C@@]1(Cc2ccc(OC)cc2)[C@@H]2C(=CC(=O)[C@H]2CC(=O)C(=O)N2CCCC2)CN1C(=O)c1ccccc1
(24) Cn1c2c(c(=O)n(C)c1=O)CN(Cc1ccc3c(c1)OCO3)CN2
Compound	19	20	21	22	23	24
NS3 helicase inh	-1	12	-6	4	-1	-3
V1R ag counter	/	1.5	1.3	-0.2	1.0	-0.1
VIM-2 inh	-1.8	0.1	2.6	-4.2	-2.5	-1.3
GPR7 antag	3	-1	1	-9	2	6
GalR3 antagonist	-3	-3	0	-3	/	2
IMP-1 inhibitor	0.1	-0.4	1.4	-1.8	-2.1	0.7
PHOSPHO1 inh	15	-2	58	27	28	31
FID counter	2	-11	-26	0	-50	-3
OXTR agonist	/	2.9	0.2	-3.0	0.7	-0.3

(25) COc1ccccc1/C=C/C(=O)Nc1ccc2c(c1)CCC2
(26) Cc1ncc(CO)c2cc(C(=O)Nc3ccccc3Cl)c(=Nc3cccc(C(N)=O)c3)oc12
(27) COC(=O)C1=NN(C(=O)c2ccc(C)cc2)C(O)(c2ccc(Cl)cc2)C1 (stereo unspecified)
(28) CCN(CC)S(=O)(=O)c1ccc2[nH]cc(C(=O)NCCc3ccccc3)c(=O)c2c1
(29) CC(=O)NS(=O)(=O)c1ccc(NC(=O)CSc2ccc(C)cc2)cc1
(30) CSc1nsc(SC)c1C(=O)NCCNS(=O)(=O)c1ccc(C)cc1
Compound	25	26	27	28	29	30
NS3 helicase inh	-3	3	24	7	-6	1
V1R ag counter	-0.4	1.2	33*	0.2	0.3	-0.6
VIM-2 inh	-2.5	-1.8	-0.2	1.8	-0.8	-1.7
GPR7 antag	6	-7	-3	3	-4	0
GalR3 antagonist	-5	-9	/	-1	-1	2
IMP-1 inhibitor	-1.9	-4.4	0.8	-2.9	1.2	-4.7
PHOSPHO1 inh	-1	26	24	0	-10	17
FID counter	-5	-12	-37	3	-5	-12
OXTR agonist	-1.9	0.1	13	-0.2	0.0	-1.3

(31) COCCCn1c(SCC(=O)Nc2cccc(C)n2)nnc1-c1ccco1
(32) NC(=O)c1ncc(C(F)(F)F)cc1Oc1cccc(C(F)(F)F)c1
(33) CC1(c2ccccc2)NC(=O)N(CC(=O)NC(=O)NC2CCCC2)C1=O (stereo unspecified)
(34) CC(C)C(=O)Nc1cccc(NC(=S)NC(=O)c2cccs2)c1
(35) O=C(COc1ccc(Cl)cc1)Nc1ccc2oc(=O)ccc2c1
(36) CC(=O)Nc1nc(C)c(-c2nc3ccc([N+](=O)[O-])cc3[nH]2)s1
Compound	31	32	33	34	35	36
NS3 helicase inh	3	-2	0	-16	-3	-4
V1R ag counter	0.8	-0.6	-0.3	8.2	1.4	0.2
VIM-2 inh	0.3	-0.5	-1.1	-5.6	-4.1	0.8
GPR7 antag	-3	-1	11	-9	12	4
GalR3 antagonist	-4	-2	0	-1	-6	-11
IMP-1 inhibitor	-1.6	-2.4	-1.7	-4.6	-3.3	-0.4
PHOSPHO1 inh	3	-4	1	52	23	50
FID counter	-15	-4	-15	-11	-9	10
OXTR agonist	-0.5	-1.0	1.8	4.1	2.0	0.2

(37) CCC(Cc1ccccc1)NC(=O)CN1C(=O)CSc2ncccc21 (stereo unspecified)
(38) COc1ccc(-c2cc3nc(C)c(CCC(=O)N4CCN(c5ccccn5)CC4)c(C)n3n2)c(OC)c1
(39) CCC(Sc1nc2ccncc2[nH]1)C(=O)Nc1ccc(C)c(Cl)c1 (stereo unspecified)
(40) Cc1n(CC(O)COC2CCCCC2)c2ccccc2[n+]1C (stereo unspecified)
(41) COc1cccc(/C=C/C(=O)OCC(=O)Nc2ccc(Cl)c(S(=O)(=O)N(C)C)c2)c1OC
(42) Cn1c(=O)cc(OCC(=O)NC2CCCCC2)c2ccccc21
(43) O=C(c1cccc(S(=O)(=O)N2CCOCC2)c1)N1CCN(c2ccc(F)cc2)CC1
(44) CC(C)OCCCNC(=O)c1cn(C)c2ccc(S(=O)(=O)N3CCCC3)cc2c1=O
Compound	37	38	39	40	41	42	43	44
NS3 helicase inh	15	-8	-24	4	0	8	-5	13
V1R ag counter	0.8	-1.3	2.8	0.3	1.4	-0.6	0.7	0.1
VIM-2 inh	-2.1	0.4	-1.9	-2.1	-0.5	-1.2	-1.6	-1.1
GPR7 antag	-9	-6	-4	-5	-6	-4	-5	3
GalR3 antagonist	-4	-3	4	-5	-6	-2	-2	-7
IMP-1 inhibitor	-3.7	-0.4	-3.9	-0.3	-2.7	-4.5	-1.6	-2.4
PHOSPHO1 inh	-2	-20	31	25	12	25	11	40
FID counter	7	-4	-4	2	-18	-28	-26	-15
OXTR agonist	2.5	-1.1	-1.0	-0.3	0.4	-2.0	1.0	-0.1

# High-throughput results (PubChem)
